TRPN1 ag – zebrafish TRPN1 channel agonists, primary screen, cell-based, HEK293, calcium fluorescence; HEK293 zebrafish TRPN1-YFP, Fluo-8 calcium fluorescence; 100% = response to 87 µM carbachol; activation, % at 3 µM; transient receptor potential cation channel N1 (TRPN1/NompC), Danio rerio; 0.18% of 220,000 active;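 active = activation above its plate's cutoff, the mean activation of test wells on that plate plus 3 SD, cut at about 19% in these data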;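 note: 0% = DMSO alone and 100% = 87 µM carbachol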
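Material: zebrafish TRPN1-YFP in HEK293 cells; Doses: single test compound dose, 3 µM nominal, 0.3% DMSO; Timing: dye loading 1 h at 37 °C, then 30 min room temperature; Technique: intracellular calcium fluorescence with Fluo-8; Benchmarks: high carbachol 87 µM, low DMSO alone.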
EP2 mod – EP2 receptor modulators, cAMP readout, primary screen, cell-based, HTRF cAMP, PGE2 stimulation; Prostaglandin E2 receptor EP2 subtype (Homo sapiens), P43116; EP2-expressing cells, cAMP HTRF FRET, PGE2 co-stimulation; induction, % at 25 µM; 0.83% of 260,000 active;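 active = compounds whose cAMP rise, as percent of the full-agonist control response, exceeds 60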;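 note: rat C6 glioma line stably carrying human EP2 under a CMV promoter; the protocol text gives 20 µM as final concentration; 100% = response of wells given 1 µM PGE2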
Target sequence (P43116 whole entry, looked up): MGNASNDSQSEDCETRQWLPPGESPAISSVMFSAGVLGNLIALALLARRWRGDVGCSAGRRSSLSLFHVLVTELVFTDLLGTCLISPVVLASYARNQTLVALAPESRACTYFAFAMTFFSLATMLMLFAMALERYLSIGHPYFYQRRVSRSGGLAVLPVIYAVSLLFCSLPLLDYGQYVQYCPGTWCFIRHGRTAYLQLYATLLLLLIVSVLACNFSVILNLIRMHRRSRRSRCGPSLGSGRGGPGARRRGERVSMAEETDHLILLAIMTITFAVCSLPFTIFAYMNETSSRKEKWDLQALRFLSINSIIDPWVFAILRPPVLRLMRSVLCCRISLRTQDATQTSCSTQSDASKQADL
NPY-Y2 PAM-ag – NPY-Y2 potentiators or agonists, primary screen, cell-based. AID 1359, 2008. activation, % at 3.6 µM. cells expressing NPY-Y2, potentiator/agonist read-out. 0.45% of 220,000 active; in the data active = activation above about 27%;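 note: cells stimulated with NPY near EC25 plus isoproterenol at EC100; 0% = vehicle plus submaximal agonist and 100% = vehicle plus saturating agonist; some results beyond the cut were filed as inactive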
NPY Y1 blocker – NPY-Y1 receptor antagonists, primary screen, cell-based | Neuropeptide Y receptor type 1 (Homo sapiens), P25929 | AID 1040, 2008 | inhibition, % at 3.6 µM | 1% of 200,000 active | HEK293-CNG Y1 cells, membrane potential fluorescence; NPY at EC95, then isoproterenol;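 active = inhibition above the campaign mean inhibition of all tested compounds plus 3 SD, cut at about 20% in these data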;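 note: 0% = DMSO wells given NPY plus isoproterenol and 100% = isoproterenol alone without NPY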
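Assay system: HEK293 Y1/CNG channel cell line; Doses: single compound dose of 3.6 µM, 0.4% DMSO; Timing: dye 3 h, compound 60 min room temperature, stimulation 45 min; Technique: Membrane-potential fluorescent dye readout; Measure: % inhibition of NPY effect.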
TRPML3 agonist – human TRPML3 channel agonists, primary screen, cell-based, HEK293 TRPML3-YFP, Fluo-8 calcium fluorescence, 3 µM; activation, % at 3 µM; 100% = the carbachol control signal; 0.29% of 220,000 active; AID 1448, 2008; Mucolipin-3 (Homo sapiens), Q8TDD5;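 active = activation above its plate's cutoff, the mean activation of the plate's test wells plus 3 SD, cut at about 12% in these data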;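 note: 0% = DMSO only wells and 100% = carbachol wells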
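Test system: TRPML3-YFP stable HEK293 cells. Doses: single point at 3 µM. Incubation: dye loading 1 h 37 °C then 30 min ambient, 125 s read. Signal: Fluo-8 calcium dye fluorescence, ex 470-495, em 515-575 nm. Measure: percent activation from peak-to-basal fluorescence ratio, scaled between DMSO and carbachol.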
NPY-Y1 PAM-ag – NPY-Y1 receptor potentiators or agonists, primary screen, cell-based; Neuropeptide Y receptor type 1 (Homo sapiens), P25929; NPY-Y1 expressing cells, potentiator/agonist activation; activation, % at 3.6 µM; 0.37% of 220,000 active; in the data active = activation above about 33%, passing the limit was not always enough;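 note: cells stimulated with NPY at EC10 then isoproterenol at EC100; 0% = low agonist plus stimulus and 100% = saturating agonist plus stimulus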
CHOP inh – inhibitors of CHOP promoter induction, primary screen, cell-based, unfolded protein response, luciferase reporter. CHO-K1 CHOP-promoter luciferase, tunicamycin-induced, 15-18 h. inhibition, % at 10 µM. 3.8% of 220,000 active;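 active = compounds that reduced the stress-induced luciferase reporter signal by more than about 70% of percent inhibition, limit read from the data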;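 note: 0% = tunicamycin plus vehicle and 100% = wells without tunicamycin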
S1P4 antagonist – S1P4 receptor antagonists, primary screen, cell-based | inhibition, % at 4.98 µM | 0.26% of 220,000 active | S1P4-expressing cells, antagonist mode, reporter read-out; in the data active = inhibition above about 29%;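 note: 0% = wells stimulated with agonist and 100% = vehicle wells without agonist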
Target sequence (O95977 whole entry, looked up): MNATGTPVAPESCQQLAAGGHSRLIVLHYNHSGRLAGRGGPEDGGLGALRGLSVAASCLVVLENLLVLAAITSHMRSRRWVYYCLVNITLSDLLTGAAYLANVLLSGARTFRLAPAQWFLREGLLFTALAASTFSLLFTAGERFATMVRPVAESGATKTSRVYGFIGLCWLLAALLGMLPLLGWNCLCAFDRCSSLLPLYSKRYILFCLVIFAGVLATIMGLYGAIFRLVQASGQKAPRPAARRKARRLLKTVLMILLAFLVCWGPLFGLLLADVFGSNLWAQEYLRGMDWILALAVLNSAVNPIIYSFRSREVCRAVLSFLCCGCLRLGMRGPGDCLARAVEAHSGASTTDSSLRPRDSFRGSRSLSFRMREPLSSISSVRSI
S1P4 agonist – S1P4 receptor agonists, primary screen, cell-based. Sphingosine 1-phosphate receptor 4 (Homo sapiens), O95977. S1P4-expressing cell line, agonist reporter assay. activation, % at 4.98 µM. 0.35% of 220,000 active. AID 1509, 2009; in the data active = activation above about 11%;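 note: 0% = DMSO vehicle and 100% = reference agonist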
Starred values were filed as active, the others as inactive; / = not tested or not shown; & = joins results of further samples. No enrichment for hits. About 6.5% of those tested had a hit in this group.

SMILES	TRPN1 ag	EP2 mod	NPY-Y2 PAM-ag	NPY Y1 blocker	TRPML3 agonist	NPY-Y1 PAM-ag	CHOP inh	S1P4 antagonist	S1P4 agonist
CCOC(=O)C1CCCN(CCC(=O)Nc2c(C(=O)OC)[nH]c3cc(OC)ccc23)C1 (configuration not stated)	-0.6	9	1	-5	0.2	-7	38	9	1.6
CCOC(=O)c1cc[nH]c1C	-0.9	-10	14	10	-0.1	7	7	-5	1.2
CCN(CCn1cccn1)C(=O)CCc1nnc(Cc2c[nH]c3ccccc23)o1	1.0	12	-5	0	0.2	-4	-6	-1	1.3
CC/C(=N\NC(=O)c1cc(C)nc2ccccc12)c1ccc(C)s1	-0.4	-7	10	-1	0.4	22	19	9	-0.1
CC(C)C(NC(=O)OCc1ccccc1)C(=O)N1CCOCCOCCOCC1 (configuration not stated)	-1.4	-15&14	7	0	-0.5	12	-35	3	-1.7
CN1CCN(C(CC(=O)Nc2cccc(O)c2)C(=O)O)CC1 (configuration not stated)	0.8	11	9	-3	0.6	10	26	3	-0.1
CSc1nc2nc3c(cc2c(=O)[nH]1)C(O)Oc1ccc(C)cc1-3 (configuration not stated)	1.1	-12	0	-4	-0.9	9	37	-10	1.3
CC1(C)CC(=O)/C(=C(\O)CCCN2C(=O)c3ccccc3C2=O)C(=NCC(=O)O)C1	-0.2	48	2	-1	0.5	10	7	-11	1.6
Cc1cc(Sc2nccn2C)ncc1[N+](=O)[O-]	1.2	13	8	1	0.5	5	-2	-16	1.6
Cc1ccc(Cc2cc(C)n[nH]c2=O)cc1	1.2	2	9	/	-0.1	1	-8	0	-0.7
COCCCn1c(Cc2csc(Nc3cccc(Cl)c3)n2)nnc1SCC(=O)OC1CCCCC1	-2.6	26	-2	1	-1.5	-8	58	-13	-1.3
COc1cc(C(=S)N2CCOCC2)ccc1OC(=O)c1cc([N+](=O)[O-])c(C)c([N+](=O)[O-])c1	0.2	19	1	-1	0.1	-1	1	-16	-1.2
CCCN(CCC)C(=O)Cn1c(=O)n(CCCCC(=O)NCc2ccco2)c(=O)c2ccccc21	-1.4	-4	-4	3	0.5	1	-14	0	-0.5
Cc1ccc2c(ccc[n+]2CC(=O)c2ccccc2)c1	0.1	-4	0	4	1.1	11	10	-7	0.3
Cc1ccc(S(=O)(=O)N2CC=C(C(=O)NCc3ccccc3)CC2)cc1	-1.4	16	1	-1	-0.1	-8	15	-1	0.6
CN(c1ccccc1C(=O)O)S(C)(=O)=O	0.7	11	7	1	0.8	8	-20	1	-0.5
COc1ccc(OC)c(-n2c(-c3cccc(O)c3)n[nH]c2=S)c1	1.4	-4	10	0	-0.4	1	-5	-17	0.8
CN(C)c1ccc(/C=N/n2c(-c3cccnc3)n[nH]c2=S)cc1	-0.9	15	-12	1	-0.3	-1	3	-4	1.6
Clc1ccc(Cc2nn3c(-c4ccncc4)nnc3s2)cc1	2.3	/	-5	10	0.0	-25	/	-16	-1.8
O=C(CN1CCN(c2ccc(F)cc2)CC1)Nc1ccc(F)c(F)c1	0.4	-10	-16	11	0.3	-37	45	18	2.5
O=C1c2ccccc2C(=O)C1c1ccncc1	0.5	-2	4	7	-0.4	7	-10	-19	0.7
O=C(O)c1ccc(Oc2ccc(C(F)(F)F)cn2)cc1	0.8	0	7	-3	0.7	-16	4	-8	-0.6
N#C/C(C(=O)NCCc1ccccc1)=C1/N=C(NC(=O)c2cccs2)c2ccccc21	1.0	63*	-12	1	-0.3	-6	8	-6	1.0
COC(=O)c1cc(CNC(=O)c2ccc(O)c(Cl)c2)ccc1OC	1.8	-3	8	2	0.3	0	-9	-16	-3.4
COc1ccc(-c2ccnc3nc(-n4cccc4)nn23)cc1	-1.0	2	-11	3	-0.9	-10	33	8	2.1
CCc1sc(C(=O)NCCc2ccc(S(N)(=O)=O)cc2)cc1Br	-1.7	8	0	3	-0.8	-3	12	3	-0.2
COc1ccc(NS(=O)(=O)c2cc(NC(=O)c3cnccn3)ccc2N2CCCC2)cc1	-2.1	-36	-6	-2	-0.3	13	5	4	-2.8
Cc1nc(-c2coc3cc(C)c(N=O)c(O)c3/c2=N\N)cs1	0.2	9	0	2	1.2	-3	-1	-17	0.0
CCCC1=C(C(=O)OCC)C(c2ccccc2OC)NC(=O)N1 (configuration not stated)	0.1	16	17	-14	-0.2	34	-9	-11	1.4
CC(C)=CCN1CCN(Cc2cc(C(C)C)n[nH]2)CC1CCO (configuration not stated)	-0.4	5	0	3	1.5	4	8	-8	0.9
O=C(O)c1cc2c(ccc3ccccc32)o1	-0.8	-16	-21	32*	0.3	-30	-19	-10	0.2
O=C(O)C1CCCN1S(=O)(=O)c1cccs1 (configuration not stated)	-0.2	17	7	4	0.7	-5	0	0	3.3
O=C(CS(=O)(=O)c1cn(Cc2cccc(F)c2)c2ccccc12)N1CCOCC1	0.5	8	-11	4	1.0	-15	15	-7	0.3
CC(NC(=O)Nc1ccc(F)cc1F)c1ccncc1 (configuration not stated)	-0.7	3	-22	-2	-0.1	-9	17	-19	0.8
Cc1ccc(C(=O)Nc2ccccc2N2CCN(C(=O)C(C)C)CC2)cc1C	-0.1	-2&-1	8	1	-0.2	2	14	-25	0.9
C/C(N)=C(/C#N)C(=O)COC(=O)CCC1CCCC1	0.1	4	-17	4	0.5	8	32	-17	-0.2
CCOC(=O)C/C(N)=N/N(C)c1ncc(C(F)(F)F)cc1Cl	1.1	34	2	6	0.9	0	12	-27	0.8
COc1cc(/C=N/NC(=O)CCn2nnc3ccccc32)ccc1O	1.1	2	4	-3	1.1	-10	4	-4	4.2
Cc1ccccc1-n1c(C)cc(/C=N/Nc2ccc([N+](=O)[O-])cn2)c1C	1.1	-23	15	4	1.0	23	16	-5	0.4
CCOc1ccc(Nc2nc(Cc3nnc(SCC(=O)NC4CCCCC4)n3C)cs2)cc1	-0.8	5	-5	6	-0.8	12	5	-7	0.1
CCOC(=O)C1(Cc2cccc(OC)c2)CCCN(Cc2nccn2CC)C1 (configuration not stated)	-1.4	9	-15	8	-0.1	7	29	2	0.5
Cc1cccc(NC(=S)NC(=O)CCc2ccccc2)c1C	-1.2	-15	-17	4	-0.1	-32	75*	-17	-2.5
C=CCn1c(SCC(=O)c2cccs2)nc2sc(C)c(C)c2c1=O	-0.8	-93&-48	-20	10	0.8	-41	12	-8	-0.6
Cc1cc(N2CCN(c3ccc([N+](=O)[O-])c4cccnc34)CC2)c2ccccc2n1	-1.4	6	-3	11	0.5	3	105*	-18	2.6
COC(=O)c1c(C)nc(C)c(C(=O)OC)c1-c1ccsc1	-0.9	6	-7	/	0.9	7	7	-16	1.1
COc1ccc(OC)c(S(=O)(=O)N(C)CC(=O)Nc2cc(Cl)ccc2OC)c1	-1.9	3	0	7	-0.5	-16	21	3	-3.0
CC1CC(C)CN(CC(=O)N2CCc3[nH]c4ccccc4c3C2)C1 (configuration not stated)	1.7	-2	-14	2	0.1	-8	-6	-13	-1.1
CCn1c(=O)cc(SCC(=O)Nc2ccc(OC)c(OC)c2)c2ccccc21	6.3	11	12	-2	1.9	-12	30	-8	-1.1
CNc1ccccc1-n1ccc(-c2ccccc2)n1	-2.4	23	-15	1	-0.8	-30	-40	0	1.8
C(=Nc1ccc(Nc2ccccc2)cc1)c1ccc2ccccc2c1	0.4	-13	22	-8	-0.1	46*	33	-4	0.5

Next part:
SMILES	TRPN1 ag	EP2 mod	NPY-Y2 PAM-ag	NPY Y1 blocker	TRPML3 agonist	NPY-Y1 PAM-ag	CHOP inh	S1P4 antagonist	S1P4 agonist
NC(=O)/C=C\C(=O)Nc1cccc(C(F)(F)F)c1	-0.1	1	-3	0	-0.2	-24	-23	-26	1.9
Cc1sc2ncnc(SCC(=O)N3CCCC3=O)c2c1C	1.7	5	-19	2	0.7	6	5	5	1.2
CC(=O)c1c(C)nc(-c2ccc(Cl)cc2)nc1N=CN(C)C	-0.7	14	-5	4	0.6	-6	37	-6	1.4
COc1ccc(S(=O)(=O)N(CCCN2CCCC2=O)Cc2cc3c(C)cc(C)cc3[nH]c2=O)cc1	-0.8	-10	18	3	-0.1	-4	31	0	-2.0
CC(=O)Nc1ccc(NC(=O)Nc2cc(C)cc(C)c2)cc1	0.0	-16	10	/	0.8	11	14	19	1.0

Compounds from the list above containing an aryl thioether with sulfur outside any ring, in the order listed:
SMILES	TRPN1 ag	EP2 mod	NPY-Y2 PAM-ag	NPY Y1 blocker	TRPML3 agonist	NPY-Y1 PAM-ag	CHOP inh	S1P4 antagonist	S1P4 agonist
CSc1nc2nc3c(cc2c(=O)[nH]1)C(O)Oc1ccc(C)cc1-3 (configuration not stated)	1.1	-12	0	-4	-0.9	9	37	-10	1.3
Cc1cc(Sc2nccn2C)ncc1[N+](=O)[O-]	1.2	13	8	1	0.5	5	-2	-16	1.6
COCCCn1c(Cc2csc(Nc3cccc(Cl)c3)n2)nnc1SCC(=O)OC1CCCCC1	-2.6	26	-2	1	-1.5	-8	58	-13	-1.3
CCOc1ccc(Nc2nc(Cc3nnc(SCC(=O)NC4CCCCC4)n3C)cs2)cc1	-0.8	5	-5	6	-0.8	12	5	-7	0.1
C=CCn1c(SCC(=O)c2cccs2)nc2sc(C)c(C)c2c1=O	-0.8	-93&-48	-20	10	0.8	-41	12	-8	-0.6
CCn1c(=O)cc(SCC(=O)Nc2ccc(OC)c(OC)c2)c2ccccc21	6.3	11	12	-2	1.9	-12	30	-8	-1.1
Cc1sc2ncnc(SCC(=O)N3CCCC3=O)c2c1C	1.7	5	-19	2	0.7	6	5	5	1.2

Screening data (PubChem BioAssay)
